Assay outcomes (PubChem)
Runt-SMMHC FRET – inhibitors of RUNX1 Runt–CBFb-SMMHC binding, primary screen, biochemical, FRET, Cerulean-Runt, Venus-CBFb-SMMHC, uHTS; Runt-related transcription factor 1 (Homo sapiens) + Core-binding factor subunit beta …; Cerulean-Runt/Venus-CBFb-SMMHC FRET ratio 530/480, 1 h; inhibition, % at 20 µM; actives 0.74% (n = 220,000); AID 1434, 2008;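 active means mean inhibition across duplicate retests at 20 µM reaching about 50%, limit read from the data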;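 further: 0% = DMSO wells and 100% = wells with excess untagged CBFb-SMMHC; inhibitors lower the FRET ratio by blocking Runt binding to CBFb-SMMHC; some results filed as inactive read as strong as hits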
Tb hexokinase – Trypanosoma brucei hexokinase 1 inhibitors, primary screen, biochemical, G6PDH-coupled NADH absorbance, MLSCN library; AID 1430, 2008; hexokinase 1 [Trypanosoma brucei]; inhibition, % at 10 µM; recombinant TbHK1, G6PDH-coupled NADH A340; actives 0.11% (n = 220,000);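 active means inhibition of 50% or more in the single-dose primary screen; inactive means inhibition below 50%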
Hck Nef HTS – inhibitors of Nef-activated human Hck kinase, primary screen, biochemical, Z-Lyte FRET, 384-well, Hck-YEEI; Tyrosine-protein kinase HCK (Homo sapiens), P08631; Recombinant Hck-YEEI plus Nef, Z-Lyte FRET kinase assay; inhibition, % at 20 µM; actives 0.68% (n = 220,000); AID 463187, 2010;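 active means Hck-Nef kinase inhibition above about 50%, limit read from the data; inactive means inhibition below that limit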;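 further: 0% = DMSO with Hck plus Nef and 100% = Hck alone without Nef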
Target sequence (P08631 whole entry, looked up): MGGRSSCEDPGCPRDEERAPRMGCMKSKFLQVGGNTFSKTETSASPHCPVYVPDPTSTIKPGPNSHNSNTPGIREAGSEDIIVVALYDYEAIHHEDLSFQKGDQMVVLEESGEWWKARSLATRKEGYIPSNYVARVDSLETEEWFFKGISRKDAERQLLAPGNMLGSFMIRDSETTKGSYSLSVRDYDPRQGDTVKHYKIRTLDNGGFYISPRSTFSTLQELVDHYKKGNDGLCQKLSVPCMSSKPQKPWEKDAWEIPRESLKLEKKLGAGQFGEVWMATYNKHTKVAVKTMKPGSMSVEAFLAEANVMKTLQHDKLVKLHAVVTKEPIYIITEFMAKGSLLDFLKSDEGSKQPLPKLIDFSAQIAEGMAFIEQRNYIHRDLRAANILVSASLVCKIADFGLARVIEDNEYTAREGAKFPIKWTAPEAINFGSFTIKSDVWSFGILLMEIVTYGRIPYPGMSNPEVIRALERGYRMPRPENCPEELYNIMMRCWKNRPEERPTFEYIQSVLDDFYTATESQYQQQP
zVAD death inh – inhibitors of zVAD-triggered necroptosis, primary screen, L929 cells. L929 zVAD necroptosis rescue, ATP luminescence, 24 h; with zVAD 60 µM. viability rescue, % at 10 µM. actives 0.38% (n = 220,000). AID 1377, 2008;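 active means activation, scaled between plate controls, above about 75%, limit read from the data; inactive means activation under that limit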;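 further: 0% = zVAD with DMSO and 100% = DMSO alone without zVAD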
14-3-3 Bad PPI – inhibitors of 14-3-3 zeta/Bad binding, primary screen, biochemical, TR-FRET, bovine 14-3-3 zeta; TR-FRET 14-3-3zeta/Dy647-pBad peptide displacement, 1 h; AID 781, 2007; 14-3-3 protein zeta/delta (Bos taurus), P63103; inhibition, % at 21.7 µM; actives 0.71% (n = 220,000);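 active means inhibition above about 70%, limit read from the data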;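 further: 0% = full 14-3-3 plus peptide FRET controls and 100% = background without 14-3-3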
Target sequence (P63103 whole entry, looked up): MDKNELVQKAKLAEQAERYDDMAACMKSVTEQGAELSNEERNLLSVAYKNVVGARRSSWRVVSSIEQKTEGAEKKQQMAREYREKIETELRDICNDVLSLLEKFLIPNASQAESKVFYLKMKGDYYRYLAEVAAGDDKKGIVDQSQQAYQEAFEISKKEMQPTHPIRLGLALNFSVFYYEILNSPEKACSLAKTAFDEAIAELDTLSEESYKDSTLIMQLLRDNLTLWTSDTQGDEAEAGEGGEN
p47phox inh – p47phox/p22phox peptide binding inhibitors, primary screen, biochemical, uHTS, NADPH oxidase regulatory subunit; Neutrophil cytosol factor 1 (Homo sapiens), P14598; fluorescence polarization, 2 h; inhibition, % at 24.7 µM; actives 0.53% (n = 220,000); AID 1274, 2008;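 active means inhibition above about 30%, limit read from the data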;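 further: 0% = p47phox with labelled peptide and 100% = labelled peptide alone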
EBV gp42 inh – Epstein-Barr virus gp42 inhibitors, primary screen, biochemical, uHTS, fluorescence polarization | Glycoprotein 42 (Epstein-Barr virus (strain AG876)), Q1HVG2 | actives 0.42% (n = 220,000) | Fluorescence polarization binding assay, mP read-out | inhibition, % (tested at 21.74 µM) | AID 1085, 2008; in the data active means inhibition above about 50%
Target sequence (Q1HVG2 whole entry, looked up): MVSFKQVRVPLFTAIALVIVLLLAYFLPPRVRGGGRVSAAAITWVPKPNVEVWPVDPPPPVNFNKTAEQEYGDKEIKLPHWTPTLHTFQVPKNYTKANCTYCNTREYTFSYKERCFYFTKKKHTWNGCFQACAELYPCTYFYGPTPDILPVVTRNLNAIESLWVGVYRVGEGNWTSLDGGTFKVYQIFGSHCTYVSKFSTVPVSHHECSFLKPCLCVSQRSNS
MDM2 E3 inh – MDM2-luciferase reporter signal enhancers, primary screen, MDM2 E3 ligase inhibitor project, cell-based, luminescence, 1536-well | actives 0.11% (n = 210,000) | signal enhancement, % at 5 µM | cell-based MDM2 ubiquitination luciferase reporter, 2 h; 0 = plate control, 100 = twice control, blank-subtracted;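 active means signal enhancement of 30% or more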;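 further: luminescence tracks abundance of the self-degrading MDM2-luciferase fusion protein; higher signal means inhibition of MDM2 E3 ligase activity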
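Test system: stable mammalian line carrying autodegrading MDM2–luciferase fusion reporter; quantity: 2000 cells in each well; times: 4 h cell settling then 2 h compound exposure, 37 °C; detection: luminescence with SteadyLite reagent, 15 min at room temperature; evaluation: percent signal gain over controls, blank-subtracted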
Runt-CBFb FRET – inhibitors of RUNX1 Runt–CBFb binding, primary screen, biochemical, FRET, Cerulean-Runt, Venus-CBFb, uHTS; Cerulean-Runt/Venus-CBFb FRET ratio 530/480, 1 h; Runt-related transcription factor 1 (Homo sapiens) + Core-binding factor subunit beta …; actives 0.46% (n = 220,000); inhibition, % at 20 µM;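 active means inhibition over about 50% at 20 µM in the single-dose screen, limit read from the data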;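 further: 0% = DMSO wells and 100% = excess unlabeled CBFb competitor control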
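System: Cerulean-labeled Runt domain protein | Quantity: 100 nM of each labeled protein | Schedule: 1 h compound exposure, room temperature | Detection: Fluorescence energy transfer, 422 nm excitation, 530/480 nm emission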
The depositor's hits bear a star; . = no result given; [ ] = another dose, or the depositor's remark.

SMILES | Runt-SMMHC FRET | Tb hexokinase | Hck Nef HTS | zVAD death inh | 14-3-3 Bad PPI | p47phox inh | EBV gp42 inh | MDM2 E3 inh | Runt-CBFb FRET
CCC(=O)OCCNc1cc(SCCC(=O)OC)c2nonc2c1[N+](=O)[O-] | 8 | -15 | 1 | 0.6 | 6 | -5 | 9 | . | 4
CCn1nc(C(=O)OCC(=O)c2c[nH]c3ccccc23)c2ccccc2c1=O | -3 | -3 | -2 | 1.5 | -12[fluorescence artefact?] | -30 | -12 | -10 | -4
CCOC(=O)Cn1cnc2c(cnn2-c2ccc(Cl)cc2)c1=O | -1 | -3 | 0 | 0.2 | . | . | . | -9 | -3
Nc1cc(=O)[nH]c(SCCNS(=O)(=O)c2ccccc2)n1 | -4 | 1 | 2 | 0.1 | -9[fluorescence artefact?] | 0 | -7 | -8 | -2
Cc1ccc(-c2nc(SCC(=O)c3c(N)n(C)c(=O)n(C)c3=O)n[nH]2)cc1 | 1 | -6 | 32 | 15 | 1 | -33 | -18 | -5 | 1
O=C(CC1C(=O)NCCN1C(=O)Nc1ccc(F)cc1)Nc1ccc(F)cc1 (configuration not stated) | -6 | 2 | 17 | 0.1 | 3 | -4 | -19 | -6 | 2
CC(=O)N1CCC(N(C(=O)Nc2ccc(Cl)cc2)C(C)C)CC1 | -1 | -10 | 21 | -0.1 | -2 | -16 | -14 | . | 0
NC(=O)Nc1ccccc1C(=O)N1CCC(O)(c2ccc(Cl)cc2)CC1 | 2 | -3 | -9 | . | -4 | -2 | 15 | -8 | 0
O=C(Cc1ccccc1)NCCCN1CCN(CCCNC(=O)Cc2ccccc2)CC1 | -2 | 0 | 1 | -0.3 | 8[fluorescence artefact?] | -11 | -33 | -25 | -2
CC1CCCCC12NC(=O)N(CC(=O)NC(=O)NCc1ccco1)C2=O (configuration not stated) | -2 | -6 | 0 | 0.8 | -21[fluorescence artefact?] | -7 | -10 | -12 | 1
Cc1[nH]c2ccccc2c1C(=O)COc1ccccc1 | 2 | 17 | 9 | 0.4 | 3 | -4 | 0 | -14 | -2
O=C(Nc1ccc(Cl)c(S(=O)(=O)N2CCOCC2)c1)c1cc(-c2ccccn2)nc2ccccc12 | -3 | -16 | 20 | 71 | -17 | -13 | 9 | -16 | -5
O=S(=O)(NCCNc1ncc(C(F)(F)F)cc1Cl)C(F)(F)F | -1 | -8 | 1 | 0.9 | -7 | -8 | 16 | -20 | 0
COc1ccc(C(=O)NCC(=O)N/N=C/c2cn[nH]c2-c2ccccc2)cc1 | 3 | 2 | 10 | 1.1 | -7 | -20 | 3 | -10 | .
COc1ccc(C2CC(c3cccs3)n3nc(N)nc3N2)cc1 (configuration not stated) | 17 | 1 | 21 | 0.7 | 10 | -11 | -17 | -6 | 11
Cc1ccc(-c2nnn(CC(=O)N(c3ccc(F)cc3)C(C(=O)NC(C)(C)C)c3ccco3)n2)o1 (configuration not stated) | 2 | -1 | 2 | -0.1 | -8 | 4 | -8 | . | -2
CC(C)c1nnc(NC(=O)CCC(=O)N2CCN(c3ccccn3)CC2)s1 | -5 | 7 | 2 | 36 | -7 | -1 | 0 | 1 | -2
CCc1ccc(C(=O)Nc2cccnc2Oc2ccc(Cl)cc2)cc1 | 0 | 9 | 14 | 1.5 | 1 | -39 | -3 | 6 | 0
CC(=O)Nc1ccc(-c2nnc(SCC(=O)n3c4c(c5ccccc53)CCCC4)n2C)cc1 | 2 | -8 | 0 | 1.4 | 33[fluorescence artefact?] | -12 | -13 | . | -2
C=CCn1c(N2CCN(c3ccc(OC)cc3)CC2)nc2c1c(=O)[nH]c(=O)n2C | 4 | 2 | 13 | -0.7 | -8 | -3 | 6 | . | 2
Cc1ccccc1NC(=O)/C=C/c1cccs1 | 1 | -18 | 2 | 0.0 | -10 | -1 | -4 | -1 | -3
COc1ccc(/C=C/C(=O)N(C)Cc2cccs2)cc1S(=O)(=O)N1CCOCC1 | 0 | -9 | 21 | 1.6 | -16 | -2 | -1 | -2 | -1
Cc1noc(C)c1COc1cccc(C(=O)NCc2cccc(Cl)c2)c1 | 3 | 9 | 0 | -0.1 | -8[fluorescence artefact?] | -10 | -63 | -6 | 0
COc1ccc(-c2cc(C(F)F)n3ncc(C(=O)Nc4cnn(Cc5ccccc5)c4)c3n2)cc1 | -17 | -22 | 38 | 0.3 | 4 | -1 | -6 | 2 | -10

Reprinted at random: 2 compounds from above, in no set order.
SMILES | Runt-SMMHC FRET | Tb hexokinase | Hck Nef HTS | zVAD death inh | 14-3-3 Bad PPI | p47phox inh | EBV gp42 inh | MDM2 E3 inh | Runt-CBFb FRET
CCc1ccc(C(=O)Nc2cccnc2Oc2ccc(Cl)cc2)cc1 | 0 | 9 | 14 | 1.5 | 1 | -39 | -3 | 6 | 0
COc1ccc(C(=O)NCC(=O)N/N=C/c2cn[nH]c2-c2ccccc2)cc1 | 3 | 2 | 10 | 1.1 | -7 | -20 | 3 | -10 | .

The results go on.
SMILES | Runt-SMMHC FRET | Tb hexokinase | Hck Nef HTS | zVAD death inh | 14-3-3 Bad PPI | p47phox inh | EBV gp42 inh | MDM2 E3 inh | Runt-CBFb FRET
CN(C)CCCNC(=O)c1ccc(-c2ccccc2)cc1 | -1 | 2 | 0 | 0.4 | 4 | -13 | -8 | -4 | 0
COc1ccc(CNC(=O)CSc2ccsc2[N+](=O)[O-])cc1 | 2 | -1 | 33 | -0.7 | -3 | -8 | -7 | -12 | -1
O=C(COc1ccc(Cl)cc1)OCc1csc(Nc2ccccc2)n1 | 1 | 7 | 1 | 0.7 | 12 | -48 | -45 | 4 | 0
O=C(CCn1c(=O)c2ccccc2n(Cc2ccccc2)c1=O)NCc1ccc2c(c1)OCO2 | 0 | -1 | 2 | 1.4 | 2 | -5 | -4 | 1 | 2
Cc1sc2nc(COC(=O)c3ccc(N4CCCC(C)C4)c([N+](=O)[O-])c3)[nH]c(=O)c2c1C (configuration not stated) | -5 | -14 | 2 | -0.3 | 6 | -27 | -27 | -21 | -4
CCc1ccccc1-n1c(SCC(=O)NC)nnc1-c1cccnc1 | -7 | 1 | 0 | -0.3 | . | 3 | -10 | -7 | -1
Cc1cc(-c2nnc(CCC(=O)NC(Cc3ccccc3)c3ccccc3)o2)no1 (configuration not stated) | -2 | -7 | 5 | 0.6 | -14 | -6 | -12 | -4 | -4
O=S(=O)(NCc1ccc(Cl)cc1)NCc1ccccc1F | -2 | 2 | 21 | 4.6 | -8 | -5 | -25 | 9 | 1
c1csc(-c2nnc(COc3ccc4c(c3)OCO4)o2)c1 | -6 | -2 | -1 | 0.1 | 2 | -2 | -10 | -5 | -1
CC(=O)c1c(C)nn(CCC(=O)O)c1C | 0 | 4 | 1 | -0.1 | -4[fluorescence artefact?] | 0 | -1 | -14 | -2
O=C(C1CC=CCC1)N1CCN(C(=O)C2CC=CCC2)CC1 (configuration not stated) | -5 | 7 | 8 | 0.4 | 8 | -5 | -27 | . | 1
Cc1ccc(C)c(N2CCN(C(=O)CN3C(=O)c4ccccc4C3=O)CC2)c1 | -3 | 0 | 3 | -0.4 | 1 | 0 | -19 | -19 | -5

An excerpt of these results, with two lines to a compound:
Under each structure – Runt-SMMHC FRET	Tb hexokinase	Hck Nef HTS	zVAD death inh	14-3-3 Bad PPI	p47phox inh	EBV gp42 inh	MDM2 E3 inh	Runt-CBFb FRET
- c1csc(-c2nnc(COc3ccc4c(c3)OCO4)o2)c1
 : -6	-2	-1	0.1	2	-2	-10	-5	-1
- Cc1cc(-c2nnc(CCC(=O)NC(Cc3ccccc3)c3ccccc3)o2)no1 (configuration not stated)
 : -2	-7	5	0.6	-14	-6	-12	-4	-4
- O=C(CCn1c(=O)c2ccccc2n(Cc2ccccc2)c1=O)NCc1ccc2c(c1)OCO2
 : 0	-1	2	1.4	2	-5	-4	1	2
- Cc1sc2nc(COC(=O)c3ccc(N4CCCC(C)C4)c([N+](=O)[O-])c3)[nH]c(=O)c2c1C (configuration not stated)
 : -5	-14	2	-0.3	6	-27	-27	-21	-4
- CCc1ccccc1-n1c(SCC(=O)NC)nnc1-c1cccnc1
 : -7	1	0	-0.3	.	3	-10	-7	-1

(listing goes on)
SMILES | Runt-SMMHC FRET | Tb hexokinase | Hck Nef HTS | zVAD death inh | 14-3-3 Bad PPI | p47phox inh | EBV gp42 inh | MDM2 E3 inh | Runt-CBFb FRET
COC(=O)c1ccc2[nH]c(C)c(CN3CCCC3)c(=O)c2c1 | 64* | -15 | -1 | 2.4 | -3 | -9 | -8 | -3 | 16
COc1ccc2nc(NC(=O)CSc3nnc(C)s3)sc2c1 | 0 | -9 | -1 | 1.0 | 5[fluorescence artefact?] | 2 | -12 | -12 | -2
CCOc1ccccc1N1CCN(C(=S)NC(=O)C23CC4CC(CC(C4)C2)C3)CC1 | 6 | -1 | 1 | 2.3 | -6 | -11 | -8 | -12 | 3
Cc1nc(NC(=O)c2cc3c(C)nn(-c4ccccc4)c3s2)sc1C(=O)Nc1ccccc1 | 1 | -54 | 12 | -0.3 | 25[fluorescence artefact?] | -7 | -31 | -20 | 2
CCc1ccc(CNCc2cccs2)cc1 | -1 | 3 | 24 | 0.0 | -12 | 1 | 2 | 1 | 1
CN(Cc1ccccc1)C(=O)c1cccc(N2C(=O)NC3CC2(C)Oc2ccccc23)c1 (configuration not stated) | 3 | -12 | -1 | -0.1 | -12 | 0 | -3 | -11 | -2
Fc1ccc(-c2cnn3c(-c4ccncc4)ccnc23)cc1 | -2 | -5 | 17 | 21 | -12 | -1 | 8 | -51 | -2
O=S(=O)(c1cccs1)N1CCC(CO)(Cc2cccc(F)c2)CC1 | -4 | -1 | 13 | 8.4 | 1 | -1 | 0 | -6 | 3
COc1cc(C=O)ccc1OCCOCCOc1c(C)cc(Cl)cc1Cl | -1 | -7 | 0 | -0.1 | -7 | -3 | 2 | -7 | .
COc1ccc(-c2nnc(SCC(=O)N3CCC(Cc4ccccc4)CC3)o2)cc1OC | -4 | 2 | 1 | 0.8 | -1 | -6 | -20 | -21 | -2
COc1ccc(-c2ncc3ccccn23)cc1OC | -7 | -6 | -1 | 0.3 | 56 | -11 | -14 | -16 | -1
